PAFAH1B3 FP inh: inhibitors of human PAFAH1B3; recombinant PAFAH1B3, FP-rhodamine probe, fluorescence polarization; inhibition, % at 3.39 µM; 340,000 compounds, 0.28% hits; AID 492972;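 active = inhibition above the screen-wide average of all tested compounds plus 3 SD, cut at about 25% in these data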;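 also: 0% = enzyme with DMSO only and 100% = wells lacking PAFAH1B3 protein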
LYPLA1 counter: counter-screen for PME1 inhibitors: inhibitors of human LYPLA1. O75608. recombinant LYPLA1, FP-Rh probe fluorescence polarization. inhibition, % at 5.9 µM. 320,000 compounds, 0.16% hits;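 active = inhibition above the mean of all tested compounds plus 3 SD, set per campaign, cut at about 14% in these data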;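 also: inhibitors block serine hydrolase probe labeling of LYPLA1 so polarization falls; 0% = enzyme with DMSO and 100% = wells lacking LYPLA1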
PAFAH2 FP inh: inhibitors of human PAFAH2. inhibition, % at 3.39 µM. AID 492956. Q99487. recombinant PAFAH2, FP-rhodamine activity probe, fluorescence polarization. 340,000 compounds, 0.99% hits;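 active = inhibition above the mean over all tested compounds plus 3 SD, cut at about 30% in these data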;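 also: inhibitors block probe labeling of enzyme so polarization drops; 0% = enzyme with DMSO and 100% = wells lacking PAFAH2 protein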
pPAFAH inh: inhibitors of human plasma PAF acetylhydrolase (pPAFAH); Q13093; recombinant pPAFAH, FP-rhodamine probe fluorescence polarization; inhibition, % at 3.39 µM; 330,000 compounds, 1.5% hits; AID 463082;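 active = inhibition above the mean inhibition across the screen plus 3 SD, cut at about 25% in these data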;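 also: inhibitors block binding of the rhodamine activity-based probe so polarization drops; 0% = enzyme with DMSO and 100% = wells lacking pPAFAH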
PME-1 primary: blocks human protein phosphatase methylesterase 1. inhibition, % at 5.9 µM. recombinant PME-1, FP-Rh probe fluorescence polarization. Q9Y570. 320,000 compounds, 0.53% hits. AID 2130;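 active = inhibition above the campaign mean of all compounds plus 3 SD, cut at about 26% in these data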;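 also: competitive labeling of PME-1 active site by serine hydrolase directed probe; 0% = PME-1 with DMSO and 100% = wells lacking PME-1 enzyme; inhibitors block probe labeling so polarization falls and inhibition rises; many of its hits are not listed in these tables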
Target sequence (Q9Y570 whole entry, looked up): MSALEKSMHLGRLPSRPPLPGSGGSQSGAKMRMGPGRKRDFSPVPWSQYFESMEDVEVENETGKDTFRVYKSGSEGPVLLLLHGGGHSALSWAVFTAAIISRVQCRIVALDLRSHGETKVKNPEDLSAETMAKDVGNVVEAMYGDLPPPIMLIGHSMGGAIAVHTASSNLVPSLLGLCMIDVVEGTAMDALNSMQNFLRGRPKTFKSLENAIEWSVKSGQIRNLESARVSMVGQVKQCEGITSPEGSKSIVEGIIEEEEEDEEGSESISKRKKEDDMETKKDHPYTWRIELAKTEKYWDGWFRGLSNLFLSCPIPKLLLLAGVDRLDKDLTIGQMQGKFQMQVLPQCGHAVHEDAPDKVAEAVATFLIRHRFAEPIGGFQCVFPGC
PAFAH1B2 inh: inhibitors of human PAFAH1B2 | P68402 | recombinant PAFAH1B2, FP-rhodamine activity probe, fluorescence polarization | inhibition, % at 3.39 µM | 340,000 compounds, 1.2% hits | AID 492953;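 active = inhibition above the mean of all tested compounds plus 3 SD, cut at about 24% in these data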;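 also: 0% = enzyme with DMSO and 100% = wells lacking PAFAH1B2; many of its hits are not listed in these tables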
LYPLA2 inh: LYPLA2 (human) inhibition in PME1 counter-screen | O95372 | recombinant LYPLA2, FP-Rh probe fluorescence polarization | inhibition, % at 5.9 µM | 320,000 compounds, 0.38% hits | AID 2177;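 active = inhibition above the screen-wide mean plus 3 SD, limit set per campaign, cut at about 26% in these data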;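 also: 0% = LYPLA2 with DMSO and 100% = wells lacking LYPLA2 enzyme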
GSTO1 counter: GSTO1 inhibition, counter-screen for RBBP9 inhibitors; P78417; recombinant GSTO1, activity-based probe fluorescence polarization; inhibition, % at 5.96 µM; 300,000 compounds, 1.1% hits; AID 1974;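 active = inhibition above the campaign mean inhibition plus 3 SD, cut at about 35% in these data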;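 also: 0% = GSTO1-1 with DMSO and 100% = wells lacking GSTO1-1 enzyme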
PAD4 FP inh: PAD4 (human) enzyme inhibition | Q9UM07 | recombinant PAD4, RCA probe fluorescence polarization | inhibition, % at 6.36 µM | 330,000 compounds, 0.41% hits | AID 485272;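 active = percent inhibition above a cutoff equal to the mean of all tested compounds plus 3 SD, cut at about 15% in these data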;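 also: 0% = PAD4 with RCA probe and DMSO and 100% = probe without PAD4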
Target sequence (Q9UM07 whole entry, looked up): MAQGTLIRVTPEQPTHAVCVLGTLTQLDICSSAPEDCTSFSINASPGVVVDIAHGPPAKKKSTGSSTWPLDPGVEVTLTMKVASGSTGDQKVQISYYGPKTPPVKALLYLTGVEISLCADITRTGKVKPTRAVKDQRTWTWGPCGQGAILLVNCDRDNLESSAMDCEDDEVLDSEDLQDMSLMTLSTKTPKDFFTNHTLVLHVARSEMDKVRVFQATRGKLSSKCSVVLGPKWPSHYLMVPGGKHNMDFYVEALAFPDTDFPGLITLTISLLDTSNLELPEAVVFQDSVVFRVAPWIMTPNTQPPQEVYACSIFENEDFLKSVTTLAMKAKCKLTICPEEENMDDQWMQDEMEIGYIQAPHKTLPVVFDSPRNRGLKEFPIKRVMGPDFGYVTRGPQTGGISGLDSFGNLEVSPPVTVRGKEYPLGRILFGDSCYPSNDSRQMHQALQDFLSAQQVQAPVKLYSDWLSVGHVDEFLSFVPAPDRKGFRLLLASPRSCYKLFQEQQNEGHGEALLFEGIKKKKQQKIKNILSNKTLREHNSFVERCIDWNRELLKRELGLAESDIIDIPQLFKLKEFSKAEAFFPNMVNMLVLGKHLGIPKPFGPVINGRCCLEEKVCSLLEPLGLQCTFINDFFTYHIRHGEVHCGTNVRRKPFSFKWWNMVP
Numbers without * were called inactive; . = no result given. Some of the compounds tested, so the mix of outcomes need not match the whole.

SMILES,PAFAH1B3 FP inh,LYPLA1 counter,PAFAH2 FP inh,pPAFAH inh,PME-1 primary,PAFAH1B2 inh,LYPLA2 inh,GSTO1 counter,PAD4 FP inh
CCOC(=O)c1ccc(-n2c(CN3CCN(CCO)CC3)nc3ccc([N+](=O)[O-])cc3c2=O)cc1,0,-1,-13,2,-3,-1,7,2,5
Cc1ccccc1C(=O)N1CCC(C(=O)Nc2nccs2)CC1,3,-2,0,1,-1,1,1,-8,0
CC(=O)N1CCC(=NNC(=O)CSc2cc(C)c(Br)cc2C)CC1,4,-1,0,4,-5,3,1,4,0
COc1ccc(CNC(=O)CCC(=O)Nc2nnc(C(F)(F)F)s2)cc1,-3,0,-6,9,5,0,5,3,-1
CC1CCN(CCNC(=O)C2CCCN(S(=O)(=O)c3cccc4nonc34)C2)CC1 (stereo not given),0,0,4,3,-2,3,4,-5,-3
CCOC(=O)c1c(N)n(-c2ccc(N)cc2)c2nc3ccccc3nc12,2,2,6,-2,20,-1,1,-1,-2
COc1ccccc1C1/C(=C(/O)c2ccc(C)cc2)C(=O)C(=O)N1CCN1CCOCC1 (stereo not given),-2,4,0,-2,2,3,12,4,0
O=C(CN1CCN(c2ccccn2)CC1)Nc1ccc(Cl)c(C(F)(F)F)c1,6,2,2,7,8,5,3,11,-1
O=c1cc(CN2CCN(c3ccccc3O)CC2)nc2sccn12,6,-2,6,3,-1,3,-2,-3,-4
O=C(NCC1(O)CCCCC1)C1CCC(=O)N(Cc2cccc(C(F)(F)F)c2)C1 (stereo not given),1,-5,1,3,3,3,1,-4,4
Cc1ccc(C(C)C)c(OCc2ccc(C(=O)N/N=C/c3ccc(O)cc3O)cc2)c1,42*,-20,-1,14,35*,23,2,-43,-2
COc1cc(/C=C2/S/C(=N/S(=O)(=O)c3ccccc3)NC2=O)c([N+](=O)[O-])cc1OC,3,-1,20,16,-1,17,-2,41*,-15
Clc1ccc(-c2nc3ccccc3[nH]2)cn1,9,-4,2,0,-2,5,5,-4,-1
O=C(O)c1ccc(Cl)c(S(=O)(=O)Nc2cccc(C(=O)Nc3cccc(C(F)(F)F)c3)c2)c1,-11,-17,-17,-8,-22,-7,-18,-48,-5
CCOc1ccc(N2CC(C(=O)Nc3cccc(C)c3C)CC2=O)cc1 (stereo not given),5,2,2,0,-3,3,6,-1,-1
CC(=O)Nc1cccc(NC(=O)C2CC(=O)N(C3CCCCC3)C2)c1 (stereo not given),-1,3,1,0,-5,-1,-4,2,0
COc1ccc(S(=O)(=O)N(C)CC(=O)Nc2ccccc2C(F)(F)F)cc1,5,0,1,-1,0,4,3,7,-1
COCc1c(C(=O)N2CCN(Cc3c(F)cccc3Cl)CC2)oc2ccccc12,6,2,-10,10,-1,6,2,6,-8
Cc1noc(C)c1COc1ccccc1C(=O)NNC(=O)c1ccc(F)cc1,2,-7,3,-1,0,4,-10,.,2
Cc1ccc(CSc2nnc(-c3cccs3)n2C)cc1,6,-1,4,-1,6,4,-4,8,1
CCNc1nc(NCC)nc(N/N=C/c2ccc([N+](=O)[O-])o2)n1,3,-1,0,6,3,1,2,33,-16
CC(=O)CSc1nnc2cc(C)c3ccccc3n12,2,0,0,2,-5,0,-10,10,3
C=CCn1cc(C(C)=O)c(=O)[nH]c1=O,-2,0,0,0,-1,0,-7,0,-5
Cc1cccc(C)c1Nc1c(-c2ccsc2)nc2ncccn12,0,-2,2,-3,3,2,4,4,-2
CCc1ccc(N(C2C=CS(=O)(=O)C2)S(=O)(=O)c2ccc(C)cc2)cc1 (stereo not given),1,-2,-2,0,8,3,0,-8,2
CCS(=O)(=O)NC(C)C(c1cccs1)N1CCN(c2ccc(OC)cc2)CC1 (stereo not given),2,0,0,2,-1,3,6,-4,1
O=C(O)c1ccccc1-c1nc2ccccc2[nH]1,1,-3,2,3,1,3,-3,1,-1
O=C(NCCSc1ccc(Cl)cc1)c1ccc(CN2CCOCC2)cc1,3,-3,-1,5,1,14,-5,8,-5
O=c1cc(-c2ccc([N+](=O)[O-])cc2)nc2cc(-c3ccc(F)cc3)[nH]n12,10,-1,17,33*,-1,58*,-3,20,1
O=C(N/N=C/c1ccc(O)cc1)c1cc(C23CC4CC(CC(C4)C2)C3)[nH]n1,5,-7,-1,8,0,22,-13,-5,-6
CCN(CC(=O)Nc1ccc2c(c1)OCCO2)C(=O)c1ccc(Cl)cc1Cl,-3,-3,0,7,0,2,1,-3,5
O=C(O)CCC(=O)NNC(=O)COc1ccc(Cl)cc1Cl,.,0,.,-8,-4,.,-2,-2,1
CC1CN(C(=O)c2cc3cc(Cl)ccc3[nH]2)CC(C)O1 (stereo not given),10,-5,-6,4,1,1,-11,-4,-1
O=C(OCc1nnc(-c2ccccc2)o1)c1ccc(Cl)cc1,1,1,43*,10,2,4,1,6,-4
Cc1cc2c(cc1S(=O)(=O)NCc1ccccc1)n(C)c(=O)c(=O)n2C,7,1,7,3,9,4,-5,3,4
C/C(=N\NC(=O)c1cccs1)c1ccncc1,-2,-6,0,-2,-5,5,-4,-1,-2
Cc1ccc(SCC(=O)N2CC(C)OC(C)C2)cc1 (stereo not given),-4,-1,-4,0,-2,-2,-3,7,-3
CC(C)CN(C(=O)c1ccc(N2CCCC2=O)cc1)C1CCS(=O)(=O)C1 (stereo not given),-2,0,0,-2,3,1,2,-6,0
Cc1ccc(CN2C(=O)CSC2c2ccc(F)cc2)cc1 (stereo not given),9,4,8,1,4,26*,5,-1,4
CC1(C)CC(=O)C(/C=N/c2ncccc2C(=O)O)=C(O)C1,6,-2,4,3,0,6,-1,-4,3
Cn1c(=NC(=O)CCS(=O)(=O)c2ccccc2)sc2cc(F)ccc21,-1,3,-1,6,6,-3,8,3,6
Cc1cc(NC(=O)c2cc(-c3ccccn3)nc3ccccc23)no1,3,2,9,5,-10,1,-4,18,-4
O=C(NCC1CCCN1S(=O)(=O)c1cccs1)c1ccc(Cl)cc1 (stereo not given),5,-1,-1,0,3,-1,5,-1,-7
O=C(Cc1c(F)cccc1Cl)Nc1ccccc1C(=O)N1CCCCC1,6,5,-2,-2,-2,0,10,4,-1
CCc1ccc2[nH]c(=O)c(C(c3nnnn3Cc3ccco3)N3CCC(C)CC3)cc2c1 (stereo not given),-5,4,5,3,-9,3,2,-3,-9
O=C(CSC1=NS(=O)(=O)c2ccccc2N1)NCCc1ccccc1,5,3,6,-1,-2,8,1,10,0
C=CCNc1oc(-c2cccc(F)c2)nc1C#N,15,.,8,0,.,4,.,.,-2
Cc1cc(CNC(=O)c2ccc3nc(Cc4ccccc4F)oc3c2)nn1C,8,-5,8,-2,0,0,-9,11,2
Nc1ccc2c(c1)Nc1ccccc1CC2,9,0,-1,7,7,13,8,12,-36
Cc1cccc(OCC(=O)Nc2ccc(N3CCN(C(=O)c4ccccc4)CC3)cc2)c1,3,-1,7,6,2,-1,2,-6,1
CCN(CC)S(=O)(=O)c1cc(C(=O)c2nccn2C)ccc1Cl,6,-3,0,3,-3,0,2,1,1
CCC(C)Nc1nc2c(c(=O)n(C)c(=O)n2C)n1Cc1cccc(C)c1 (stereo not given),1,2,18,6,0,6,13,12,0
O=C(c1c(F)cccc1F)N1CCCC1,5,0,3,1,2,4,6,12,-4
Cc1cc(F)ccc1NC(=O)CCc1c(C)nn(-c2ccc(N3CCCCC3)nn2)c1C,7,-1,5,7,-7,17,-3,1,1
Cc1cccnc1CCNC(=O)c1ccc(OC2CCN(Cc3ccccn3)CC2)cc1,9,-1,3,-3,-6,1,3,13,2
COCCNC(=O)Cn1cc2c(n1)CCC(C)C2 (stereo not given),2,-1,-1,-8,2,7,-6,-4,-3
CCOC(=O)C1C(=O)NC(c2ccccc2)=NC1c1ccc(Br)cc1 (stereo not given),8,-2,0,-5,3,0,-3,4,-2
O=C(NCCc1c[nH]c2ccccc12)/C(=C\c1cccs1)NC(=O)c1ccccc1,5,-1,0,-1,2,0,10,8,2
Cc1ccccc1C1=NC(C(F)(F)F)(C(F)(F)F)c2c(n(-c3ccc(F)cc3)c(=O)[nH]c2=O)N1,1,-4,6,2,0,0,-4,7,1
CO/N=C\CC(=O)Nc1ccc(F)cc1,2,1,8,2,-6,1,-1,1,7

Other compounds:
SMILES,PAFAH1B3 FP inh,LYPLA1 counter,PAFAH2 FP inh,pPAFAH inh,PME-1 primary,PAFAH1B2 inh,LYPLA2 inh,GSTO1 counter,PAD4 FP inh
CCCCN(C(=O)c1ccc2ccccc2c1)c1c(N)n(CCCC)c(=O)[nH]c1=O,5,0,2,2,2,4,0,.,2
Cc1cccc(OCC(=O)N/N=C\c2cn(C)c3ccccc23)c1,4,0,-2,2,-1,6,-4,-7,1
CCN(C(=O)CN1C(=O)NC(c2ccccc2)(c2ccc(C)c(C)c2)C1=O)C1CCCCC1 (stereo not given),6,-2,-2,8,-2,26*,-4,.,1
CC(C)Cc1nnc(NC(=O)CCS(=O)(=O)c2ccc(Cl)cc2)s1,8,-1,-5,5,-1,17,3,3,-2
CCN(CC)CC(=O)Nc1c2c(nc3ccccc13)N(C)CC2,-4,2,1,-4,1,3,-1,2,2
C/C(=N\NC(=O)c1c(Cl)cnn1C)c1cccc(NC(=O)COc2ccccc2)c1,4,-5,1,-5,-4,3,5,-2,8
Cc1nc2nc(NC(=O)c3ccco3)nn2c(C)c1Cl,3,1,-5,6,4,3,5,3,1
O=S(=O)(c1ccc(-c2csc(=Nc3ccccc3)n2CCCN2CCOCC2)cc1)N1CCOCC1,4,-2,-1,8,4,9,0,-3,0
O=C(c1ccco1)N1CCN(C(=O)C2CC(c3ccc(F)cc3)=NO2)CC1 (stereo not given),0,3,-11,6,0,0,3,4,-4
O=C(CSc1nncn1-c1ccccc1)NC1CCCCC1,6,0,-4,2,2,1,1,8,-2
O=C(CCNc1cccc(C(F)(F)F)c1)c1ccco1,-6,-1,2,2,-2,7,1,0,-3
CSc1ccc(CC(=O)N2CCC(n3nccc3NC(=O)C3CC3)CC2)cc1,-3,2,5,4,-1,-3,-1,0,2
CC1CCCCN1C(=O)CSc1nnc(-c2ccco2)n1C (stereo not given),4,-2,5,-7,3,3,-2,-2,0
COc1ccc2oc(C(=O)OCC(=O)N3CCN(c4ccccc4)CC3)c(C)c2c1,3,0,2,5,3,4,5,-11,-9
CCOC(=O)c1c[nH]c(=O)c(Br)c1O,2,4,-9,7,6,-3,1,0,-1
CCOc1ccccc1C(=O)NC(C(=O)N(C)Cc1ccc2c(c1)OCO2)C(C)C (stereo not given),0,1,5,1,0,0,2,.,3
O=C(CN1C(=O)NC2(CCCC2)C1=O)NCc1ccccc1,0,.,0,2,.,0,.,.,2
COc1ccc(S(=O)(=O)Nc2ncccc2C)c2ccccc12,0,1,0,-1,3,-1,3,-2,3
O=C(CCN1C(=O)C2C3C=CC(C3)C2C1=O)NCCc1ccccc1 (stereo not given),1,-2,1,-3,-1,2,-1,8,-2

High-throughput results (PubChem)
